CF NFkB inh: inhibitors of PAF-induced NF-kB signaling, primary screen, cell-based, GFP fluorescence, uHTS | KKLEB NF-kB-GFP reporter, GFP fluorescence overnight | inhibition, % at 5 µM | 360,000 tested, 0.86% active | AID 588850, 2011;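 active = at least 50% inhibition at 5 µM, scaled per plate between neutral and stimulator controls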;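 also: PAF is a Pseudomonas aeruginosa culture filtrate used as stimulus; plate controls were PAF-stimulated DMSO wells for no effect and unstimulated DMSO wells for full effect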
C8 TRAIL sens: viability loss with TRAIL in NB7+C8 cells, primary screen, TRAIL sensitizer project, cell-based, ATPlite luminescence; inhibition (viability loss, TRAIL sensitization), % at 10 µM; AID 624354, 2012; 360,000 tested, 1% active;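 active = compounds causing at least 50% loss of cell viability in the single-dose screen, relative to plate controls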
Peg3 prom inh: Peg3 promoter-driven luciferase inhibitors, primary screen, cell-based, HeLa, luciferase luminescence. inhibition, % at 20 µM. 360,000 tested, 1.7% active. HeLa PEG-Prom luciferase reporter, overnight;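 active = inhibition of at least 50% at 20 µM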
KKLEB tox: cytotoxicity in KKLEB CF airway cells, primary screen, cytotoxicity control for CF NF-kB inhibitor project, cell-based, uHTS, fluorescence assay plates | KKLEB CF airway cells viability, ATPlite luminescence, overnight; active compounds read low; cells stimulated with P. aeruginosa culture filtrate | activity change (cytotoxicity), % at 5 µM | 360,000 tested, 0.36% active | AID 602141, 2011;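 active = corrected activity change at or below -50% at 5 µM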
Shn3 inh set2: reduction of Shn3 3'UTR firefly luciferase signal, primary screen, Schnurri-3 inhibitor project, cell-based, Clone20 osteoblasts, set 2 | 360,000 tested, 0.52% active | inhibition, % at 12.5 µM | Clone20 osteoblast Shn3 3'UTR firefly luciferase, 24 h;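 active = mean inhibition of at least 75% with every replicate also reaching 75%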;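 also: 0% = median of neutral control wells and 100% = pilot-screen positive control compound; some compounds past the cut are filed as inactive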
MITF TRPM1 inh: inhibitors of MITF-dependent TRPM1 promoter reporter, primary screen, cell-based, SK-MEL-5, single point, luciferase. SK-MEL-5 TRPM1 promoter luciferase, 24 h. AID 488899, 2010. 330,000 tested, 0.83% active. inhibition, % at 12.5 µM;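 active = mean inhibition across replicates of 60% or more, whatever share of single replicates reaches that level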; also: values of inactives mirror those of a sister screen read the other way
NR2E3 ag-1: NR2E3 agonists in two-hybrid cells, primary screen, cell-based, luminescence, CHO-S, Gal4-NCOR/VP16-NR2E3; luciferase; inhibition of corepressor binding, % at 3.98 µM; 360,000 tested, 0.35% active; AID 602229, 2012;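 active = inhibition above the mean of all tested compounds plus 3 SD, cut at about 70% in these data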;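 also: 0% = DMSO with NR2E3 transfected cells and 100% = cells lacking NR2E3 construct; higher means lower luciferase signal from less NR2E3 corepressor binding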
Target sequence (Q9Y5X4 whole entry, looked up, the tested form may be a part): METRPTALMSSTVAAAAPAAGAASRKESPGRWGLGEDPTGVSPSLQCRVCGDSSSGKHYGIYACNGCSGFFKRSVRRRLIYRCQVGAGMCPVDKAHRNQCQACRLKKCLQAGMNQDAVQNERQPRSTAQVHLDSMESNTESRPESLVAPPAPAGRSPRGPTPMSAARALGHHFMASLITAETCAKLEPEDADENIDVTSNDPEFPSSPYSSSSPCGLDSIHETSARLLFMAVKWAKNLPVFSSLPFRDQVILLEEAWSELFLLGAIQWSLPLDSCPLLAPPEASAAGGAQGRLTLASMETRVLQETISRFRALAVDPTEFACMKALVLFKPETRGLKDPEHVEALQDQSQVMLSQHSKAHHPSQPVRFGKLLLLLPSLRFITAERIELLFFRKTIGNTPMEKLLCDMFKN
HIF-2a inh: HIF-2a reporter inhibitors, primary screen, luminescence, 786-0 RCC cells; 786-0 RCC cells HIF-2a reporter, luciferase luminescence, overnight; inhibition, % at 18.8 µM; 360,000 tested, 0.72% active; AID 624352, 2012;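 active = inhibition of the luminescence signal of 40% or more relative to plate controls, in a single-dose primary screen at 18.75 µM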
NR2E3 ag-2: inhibitors of NR2E3-RetCOR corepressor binding, primary screen, NR2E3 agonist project, biochemical, TR-FRET, GST-NR2E3, biotin-RetCOR | inhibition of corepressor binding, % at 4.78 µM | 320,000 tested, 0.12% active | AID 2300, 2010 | 1536-well | Photoreceptor-specific nuclear receptor (Homo sapiens), Q9Y5X4;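 active = percent inhibition above the cutoff of mean plus 3 SD of all tested compounds, set per screening campaign, cut at about 20% in these data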;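 also: 0% = DMSO wells and 100% = biotin wells as full block of FRET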
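System: GST-tagged NR2E3 plus biotinylated RetCOR corepressor; Amount: 1.35 nM GST-tagged NR2E3 final; Dosing: single nominal compound dose of 4.8 µM; Schedule: 5 h incubation at 4 °C; Technique: TR-FRET with europium anti-GST and streptavidin-D2, 340 nm excitation; Controls: biotin wells as high control, 0.6% DMSO wells as low control.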
TROY NFkB inh: inhibitors of TROY-driven NF-kB signaling, primary screen, Q293 LMP1-TROYcd cells, NF-kB luciferase, uHTS; Q293 LMP1-TROYcd NF-kB luciferase reporter, 4 h; inhibition, % at 10 µM; 360,000 tested, 0.98% active;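 active = compounds whose plate-normalised and pattern-corrected inhibition of the luciferase reporter signal at the single screening dose is 50% or more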
TWEAK Fn14 block: inhibitors of TWEAK-Fn14 signaling, primary screen, luciferase reporter cells, uHTS | inhibition, % at 10 µM | TWEAK-stimulated Fn14 reporter cells, luciferase luminescence, 8 h | 360,000 tested, 2% active; in the data active = inhibition above about 50%
Active calls of the source: *; x = no result given. Not all compounds are listed; rates above refer to the full screens.

item	molecule	CF NFkB inh	C8 TRAIL sens	Peg3 prom inh	KKLEB tox	Shn3 inh set2	MITF TRPM1 inh	NR2E3 ag-1	HIF-2a inh	NR2E3 ag-2	TROY NFkB inh	TWEAK Fn14 block
1	CCOC(=O)[C@]12CCC=C1N(Cc1cccc3ccccc13)C(=O)[C@H](CC(=O)N1CCSCC1)C2	x	-14	x	x	x	x	8	7	x	-6	1
2	COc1ccccc1-c1nnc(NC(=O)c2ccc(S(=O)(=O)N(C)C)cc2)o1	-5	13	9	-9	4	26	6	19	-1	-7	-8
3	COc1ccc(CNS(=O)(=O)c2ccc3c(c2)CCN3C(=O)C2CC2)cc1	6	-4	14	-7	-10	3	49	12	1	12	-1
4	CCCCN1C[C@H](C)[C@@H](CC(=O)Nc2ccc(OC)cc2)C1=O	-22	-9	-3	-8	8	x	-8	-13	x	10	-8
5	COc1ccc(NC(=O)c2cc(C3CCCCN3C(=O)OCc3ccccc3)on2)c(C)c1 (stereo not drawn)	14	-2	6	11	11	x	-26	3	x	19	-3
6	COc1cc2ccccc2cc1C(=O)N1CCCC(C(F)(F)F)C1 (stereo not drawn)	2	-3	10	-5	-9	4	6	9	3	-1	-5
7	O=C(NC1CCN(Cc2ccccc2)C1)c1cc(S(=O)(=O)N2CCOCC2)ccc1Cl (stereo not drawn)	-7	9	7	22	17	-20	-1	16	5	5	6
8	Cc1nn(-c2ccccn2)c2c1-c1nc(N3CCOCC3)ncc1CC2	4	10	37	-6	-14	-13	-13	-54	1	1	41
9	Cc1cccc(NC(=O)Nc2nnc(-c3ccccc3)o2)c1	14	-1	-21	-2	-6	-23	16	-7	6	-28	15
10	CS(=O)(=O)N1CCN(C(=O)Cc2ccccc2Cl)CC1	2	-1	8	5	-15	4	-27	6	-4	-2	-6
11	COCCNC(=S)N/N=C(\C)c1ccccc1F	-14	0	-3	-2	-15	-2	-9	-9	-1	-9	-23
12	COc1ccc(NC(=O)c2cccn(CC=C(C)C)c2=O)cc1	-4	9	-141	6	-27	-27	-51	-184	3	-20	-7
13	O=C(NNC(=S)Nc1cccc(C(F)(F)F)c1)c1ccncc1	-10	-2	-1	8	-19	x	-25	-4	x	-24	-11
14	CCN1CCN(S(=O)(=O)c2ccc(Cl)c(C(=O)N(CCc3ccccc3)Cc3ccccc3)c2)CC1	15	9	11	10	56	10	17	12	x	13	-23
15	CCCCN(CCCC)CC(O)Cn1c2ccccc2c(=O)c2ccccc21 (stereo not drawn)	-8	20	-1	-4	8	x	-13	15	-1	-23	-34
16	O=C(CCCN1C(=O)c2cccc3cccc(c23)C1=O)OCC(=O)N1CCCCC1	12	-6	-1	-6	6	x	-17	7	x	-6	-5
17	CCCN(CCC)C(=O)CC(c1ccccc1)C1CCOC(C)(C)C1 (stereo not drawn)	-9	0	18	4	8	x	5	9	6	0	4
18	Cc1ccc(C2(CCNCc3ccc(N(C)C)cc3)CCOC(C(C)C)C2)cc1 (stereo not drawn)	-16	-3	56*	22	17	36	-20	6	5	7	6
19	O=C(NC1CCC(O)CC1)c1cc(-c2ccco2)nc2ccccc12 (stereo not drawn)	0	-1	6	-12	-5	3	-13	8	5	8	0
20	O=C(CCNC(=O)c1ccco1)NCCN1C(=O)S/C(=C\c2ccc(F)cc2)C1=O	16	-2	-86	1	-11	x	-7	-95	4	-30	-16
21	CCc1nnc(NS(=O)(=O)c2ccc(NC(=O)c3ccco3)cc2)s1	18	1	-10	-3	-7	0	19	15	1	14	5
22	COc1cc(/C=C2\C(=O)NN(c3ccc(C)cc3)C2=O)cc([N+](=O)[O-])c1O	-13	8	-6	6	4	11	-28	3	3	3	-7
23	CN1CCC(=NNC(=O)CN(c2ccc(Oc3ccccc3)cc2)S(C)(=O)=O)CC1	-7	1	7	4	-19	-17	2	15	0	-2	-4
24	CCCCCCCNC(=O)C1(CC2CC(c3cccc(Br)c3)=NO2)CCN(C(=O)c2ccccc2)CC1 (stereo not drawn)	-9	-1	4	2	-11	-13	7	14	2	-15	-20
25	COC(=O)c1[nH]c2ccc(C)cc2c1NS(=O)(=O)c1ccc(F)cc1	-7	-10	7	2	-25	16	12	13	0	4	3
26	Cc1ccc(NC(=O)c2cc(=O)n(Cc3ccccc3)c(=O)[nH]2)cc1C	16	9	6	-9	14	11	-17	12	2	-15	7
27	CC(=O)C1=C(C)NC(SCC(N)=O)=C(C#N)C1C (stereo not drawn)	-2	-2	2	4	-3	5	-7	3	1	6	-5
28	O=C(O)c1cccc(S(=O)(=O)N2CCC(Cc3ccccc3)CC2)c1	5	-4	5	-2	-1	4	-36	14	1	10	-12
29	Cn1c(=O)c2c(nc(Oc3ccc4ccccc4c3)n2C)n(C)c1=O	55*	22	-1	-9	6	-34	-66	16	4	26	51*
30	O=C(NC(c1ccc(Cl)cc1)c1cnccn1)C1CCN(Cc2ccc(Cl)cc2)CC1 (stereo not drawn)	5	2	7	-6	-7	x	-12	4	x	1	15

One compound at a time (already shown). Values in the order: CF NFkB inh | C8 TRAIL sens | Peg3 prom inh | KKLEB tox | Shn3 inh set2 | MITF TRPM1 inh | NR2E3 ag-1 | HIF-2a inh | NR2E3 ag-2 | TROY NFkB inh | TWEAK Fn14 block
Entry for CS(=O)(=O)N1CCN(C(=O)Cc2ccccc2Cl)CC1 : 2 | -1 | 8 | 5 | -15 | 4 | -27 | 6 | -4 | -2 | -6
Entry for CCCCN(CCCC)CC(O)Cn1c2ccccc2c(=O)c2ccccc21 (stereo not drawn) : -8 | 20 | -1 | -4 | 8 | x | -13 | 15 | -1 | -23 | -34

The listing continues:
item	molecule	CF NFkB inh	C8 TRAIL sens	Peg3 prom inh	KKLEB tox	Shn3 inh set2	MITF TRPM1 inh	NR2E3 ag-1	HIF-2a inh	NR2E3 ag-2	TROY NFkB inh	TWEAK Fn14 block
31	COCCC(=O)Nc1ccc2c(c1)CN(C(=O)c1ccc(CSC)o1)CC2	-6	-1	0	0	3	1	27	-15	4	4	-24
32	Cc1ccc(C(=O)NC(=O)CSc2nnc(C)s2)cc1	-25	3	-3	11	10	6	-11	6	4	9	-4
33	OCCCc1nc2n(n1)C(c1ccccc1)C=C(c1ccc(F)cc1)N2 (stereo not drawn)	23	0	-1	-1	-3	-3	5	0	0	-18	11
34	COc1ccc(OC)c(C2=Nn3c(nnc3-c3cccc(OC(C)C)c3)SC2)c1	4	20	21	8	18	-13	10	26	1	5	-6
35	COc1ccc(S(=O)(=O)N(CC(=O)N/N=C/c2cccs2)c2ccc(C)cc2)cc1OC	8	7	22	4	-27	6	8	16	4	18	19
36	CCCOc1ccc(/C=N/Nc2ccccn2)cc1OC	-6	31	-303	9	-60	-80	-98	-288	0	-42	-14
37	COc1ccc(Cl)cc1S(=O)(=O)N1CCC(C(=O)NCC2CCCO2)CC1 (stereo not drawn)	-1	-20	2	-16	6	10	4	8	1	11	-5
38	CC(C(=O)O)n1cnc2sc3c(c2c1=O)CCCC3 (stereo not drawn)	12	1	8	1	19	4	1	22	2	5	-20
39	CCOC(=O)C1=C(C)Nc2nc(C)nn2C1c1ccc(OCC)c(OC)c1 (stereo not drawn)	-1	-5	13	9	-1	x	23	5	1	7	-21
40	O=C(c1cc(COc2c(F)cccc2F)on1)N1CCC(c2ccccc2Cl)C1 (stereo not drawn)	3	-6	-152	-15	-63	-44	-39	-151	4	-30	-28
41	CCCCN(C)C(=O)C1CCC(CNS(=O)(=O)c2ccc3c(c2)CC(C)N3C(=O)C2CC2)CC1 (stereo not drawn)	-6	8	14	-1	41	8	12	8	-3	-1	0
42	O=C(NCC1CCCO1)c1ccc(COc2ccc(F)cc2)o1 (stereo not drawn)	-1	-4	-25	2	16	7	-33	-35	4	13	11
43	COc1ccc(CC(N)c2csc(NC(=O)c3ccc(F)cc3)n2)cc1 (stereo not drawn)	4	11	30	-20	13	x	-10	9	x	39	6
44	S=C(c1ccc(-c2ccccc2)o1)N1CCCCC1	3	46	-230	-20	-112	-99	-124	-291	5	-15	-8
45	Cc1ccc(Cn2c(=O)c3c(ncn3C)n(C)c2=O)cc1	4	14	7	-7	-4	-2	8	15	-1	6	-11
46	CN(CC(=O)Nc1ccccc1C(=O)N1CCCC1)S(=O)(=O)c1ccc(Cl)cc1	-7	-5	19	12	-3	5	-16	6	3	-3	-1
47	COC(=O)CSc1nc2c(c(=O)n(C)c(=O)n2C)n1CCC(C)C	9	2	6	-11	10	-5	-3	9	0	-16	-7
48	O=C(Nc1ccc(Cl)cc1)NC1(C(=O)NCCCN2CCOCC2)CCCCC1	8	1	-5	-6	0	4	-1	15	3	1	7
49	COC(=O)/C=C1\SC(N)=NC1=O	10	-5	-1	6	7	2	-12	13	0	-2	15
50	CCN(C(=O)c1cccs1)c1nnc(-c2ccncc2)s1	-8	-1	-124	3	-45	-21	-53	-169	-2	-33	-16
51	O=C(O)CCC(=O)NNC(=O)CCCOc1ccc(Cl)cc1Cl	4	10	11	-2	-1	10	-27	2	1	-6	97*
52	C[C@@H]1CN([C@@H](C)CO)C(=O)CCCn2nncc2CO[C@@H]1CN(C)C(=O)c1ccc(N2CCN(C)CC2)cc1	-10	5	-3	1	-4	x	-22	11	x	-8	-2
53	CCCc1ccc2oc(C(=O)NCc3nnc(C)o3)c(C)c2c1	-36	1	-300	16	-90	-53	-98	-225	x	-35	0
54	COc1ccc(NC(=O)CN2C(=O)C(C)Oc3ccc(C)cc32)cc1 (stereo not drawn)	0	4	16	-6	6	3	-6	9	-2	2	12
55	Cc1ccc(C)c(NC(=S)NNC(=O)c2sccc2C)c1	-2	-2	-118	12	-45	-34	-136	-146	-3	-41	-17
56	Cc1cc(Br)cn2c(Cc3ccsc3)c(-c3ccc(F)cc3)nc12	50	-5	21	-14	-6	x	-31	4	x	12	29
57	CC(=O)c1c(O)c(C)c(-c2ccccc2)n(-c2ccccc2)c1=O	19	-8	20	-2	-27	8	1	9	-1	15	-3
58	O=S(=O)(NCC(c1cccs1)N1CCc2ccccc2C1)c1ccccc1 (stereo not drawn)	21	-11	-1	-1	2	2	-34	-7	-2	-23	-3
59	COc1cc2[nH]c(Cl)c([N+](=O)[O-])c2cc1OC	11	-4	9	4	8	0	-8	8	0	5	-6
60	NC(=S)NN=C1CCC2(CCCCC2)CC1	-13	25	-3	-12	0	10	-7	-2	x	-5	3
61	Cc1c(NC(=O)COC(=O)CSc2ccc([N+](=O)[O-])cc2)c(=O)n(-c2ccccc2)n1C	-2	6	0	4	7	x	-17	10	1	2	6

Source: PubChem BioAssay
